SMN2 splice up: increases expression of the SMN2 splice variant. hit rate 2.8% among 210,000. HEK293 SMN2-luciferase splicing reporter, luminescence, 30-36 h. AID 1458. Potency, µM (highest dose often 46.1 µM), without a hit: at the top dose activity change, positive = activation, actives largely listed as activators; also: % of control where 0% means no effect; nearly all actives have a fitted effect of over 55% in size
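qHTS luciferase splicing reporter: luminescence rises when SMN2 exon 7 is included in transfected HEK293 cells. Compound exposure lasted 30-36 h at 37C, with 4.5 mM final sodium butyrate as control, followed by a ONE-Glo read.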
TRb SRC2 PPI: inhibitors of human thyroid hormone receptor beta-SRC2 interaction; P10828; TRbeta-SRC2 peptide binding, fluorescence polarization; receptor liganded with 1 µM T3; Potency, µM (highest dose often 106 µM), inactives show at the top dose activity change, negative = inhibition, actives largely listed as inhibitors; hit rate 0.065% among 280,000; AID 1469;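 also: plate controls were bound peptide for no effect and peptide without receptor for full effect; nearly all actives have a fitted effect of over 50% in size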
Target sequence (P10828 whole entry, looked up): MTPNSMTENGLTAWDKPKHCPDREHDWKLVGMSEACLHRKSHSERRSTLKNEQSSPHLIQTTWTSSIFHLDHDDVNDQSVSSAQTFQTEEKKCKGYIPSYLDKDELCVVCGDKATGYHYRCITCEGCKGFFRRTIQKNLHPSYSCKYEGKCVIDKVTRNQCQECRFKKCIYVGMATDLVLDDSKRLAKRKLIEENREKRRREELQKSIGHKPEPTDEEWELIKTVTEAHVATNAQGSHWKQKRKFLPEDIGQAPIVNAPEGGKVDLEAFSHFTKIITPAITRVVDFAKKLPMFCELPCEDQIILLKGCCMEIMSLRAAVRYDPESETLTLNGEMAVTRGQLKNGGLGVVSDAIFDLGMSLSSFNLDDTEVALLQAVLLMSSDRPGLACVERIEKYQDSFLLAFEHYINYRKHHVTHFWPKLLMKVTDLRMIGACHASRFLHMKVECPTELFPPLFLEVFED
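TRb LBD 0.6 uM + Texas Red SRC2 peptide 20 nM, 1 uM T3, Tris buffer w/ 5% DMSO; compound pinned, 5 h RT; FP read ex 555/em 632; normalized to unbound and bound controls.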
TR SRC2 fluor cs: counter-screen for TRb-SRC2 inhibitors: fluorescence interference; TRb/SRC2 Texas Red total fluorescence interference; Potency, µM (top dose mostly 106 µM), for the others: at the top dose fluorescence change, negative = quenching; hit rate 0.29% among 280,000; AID 1479; active = well fitted curve in either direction with a large enough effect; inconclusive = small, poorly fitted or top-dose-only effect; also: % is scaled to controls: 0 for no effect and ±100 for the full control effect
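Flags fluorescent or light-absorbing compounds by total fluorescence, S + 2P, at 555 nm excitation and 632 nm emission. Mixture: 20 nM Texas Red SRC2 peptide, 0.6 uM human TRb LBD, 1 uM T3, 5% DMSO; compound exposure 5 h at ambient temperature.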
Numbers without * were called inactive; ? = inconclusive; [ ] = remark or other dose. Unless noted, calls follow the shape of the dose curve; as a rule, active = well fitted curve in the direction sought with a large enough effect; inconclusive = small, poorly fitted or top-dose-only effect, or another doubt; inactive = no such curve, though single readings can be large; an effect the other way counts as inactive or inconclusive. Potency is read from the fitted curve at half-maximal effect. A portion of the library. The share of hits here may be higher or lower than overall.

Sample of the layout (two entries):
Structure,SMN2 splice up,TRb SRC2 PPI,TR SRC2 fluor cs
Clc1ccccc1CNc1nc2ccccc2c2nc(-c3cccnc3)nn12,-2%,-7%,?
O=C(Nc1ccc(Cl)cc1)C1CCN(S(=O)(=O)c2ccc(Br)s2)CC1,-61%[inhibitor],9%,0%

The whole of this part, previewed entries included:
Structure,SMN2 splice up,TRb SRC2 PPI,TR SRC2 fluor cs
Clc1ccccc1CNc1nc2ccccc2c2nc(-c3cccnc3)nn12,-2%,-7%,?
O=C(Nc1ccc(Cl)cc1)C1CCN(S(=O)(=O)c2ccc(Br)s2)CC1,-61%[inhibitor],9%,0%
COc1ccc(C(=O)NCc2nnc(SCC(=O)Nc3ccc(F)cc3)n2-c2ccccc2)cc1,3%,-11%,?
COc1cccc(CNC(=O)c2cc(-c3ccc(Cl)s3)nc3ccccc23)c1,5%,5%,-9%
CCc1ccc(-n2nc3ccc(NC(=O)c4cc(Cl)c(OC)c(Cl)c4)cc3n2)cc1,5%,8%,-14%
CCN(CC)S(=O)(=O)c1ccc2c(c1)c(=O)c(C(=O)NCc1ccccc1)cn2C,0%,-9%,0%
COc1ccc(C2CC(=O)c3cc(-c4nc(-c5ccc(Cl)cc5)cs4)c(=O)[nH]c3C2)cc1OC (stereo unspecified),1%,2%,?
Cc1ccc(C)c(N(C)C(=O)C2CCN(S(=O)(=O)c3cccc4nsnc34)CC2)c1,-32%[inhibitor],0%,2%
CCCCn1c(C2CC(=O)N(c3ccc(OCC)cc3)C2)nc2ccccc21 (stereo unspecified),6%,2%,7%
CCOc1ccc2oc(=O)cc(CN3CCN(Cc4ccc(C)cc4)CC3)c2c1,9%,-4%,1%
COc1ccc(/C=C/C(=O)Nc2ccc3nc(N4CCC(C)CC4)cc(C)c3c2)cc1,5%,0%,-1%
CCN(C(=O)CCNC(=O)Cn1cnc2ccccc2c1=O)c1cccc(Cl)c1,-11%,10%,4%
CCCOC(=O)c1c(-c2ccccc2)c(-c2ccccc2)nn(C)c1=O,-3%,2%,0%
O=C(c1ccc(CS(=O)(=O)c2ccc(Br)cc2)o1)N1CCN(c2ccc(F)cc2)CC1,-1%,-2%,-19%
COc1cccc(Nc2nc3cc(Cl)c(Cl)cc3nc2-n2nc(C)cc2C)c1,9%,-6%,-1%
COc1ccc(-n2nc(C(=O)Nc3ccc(Cl)cn3)c3c4ccccc4n(C)c3c2=O)cc1,2%,0%,0%
Cn1c(=O)oc2cc(S(=O)(=O)NCCC(=O)Nc3ccc(F)cc3F)ccc21,-3%,-2%,1%
COc1ccc(-c2noc(CNC(=O)c3ccco3)n2)cc1,-1%,-3%,-3%
CCOc1ccc(N2CC(c3nc4ccccc4n3Cc3cccc(C)c3)CC2=O)cc1 (stereo unspecified),2%,4%,-17%
Cc1ccc(OCc2cc(=O)n3cc(C)sc3n2)c(C)c1,-13%,6%,0%
CCOc1ccccc1C(=O)Nc1cc2c(cc1N1CCCCC1)n(C)c(=O)n2C,-16%,0%,-4%
CC(=O)c1ccc(NC(=O)c2noc3c2CCc2ccccc2-3)cc1,5%,-3%,-12%
CCOCCCNC(=O)c1c(NC(=O)Cc2coc3ccc(C)cc23)sc2c1CCC2,-4%,-6%[53 µM],35µM*[quencher]
COc1ccc2c(c1)c(=O)c(C(=O)c1ccc(Cl)cc1)cn2CC(=O)Nc1ccc2c(c1)OCO2,1%,-4%,2%
CC(=O)Nc1ccc(S(=O)(=O)NC2=NCN(C(C)C)CN2)cc1,15%,-4%,13µM*[quencher]
COc1ccc(-c2nn(-c3ccccc3)cc2C2NC(=O)NC(C)=C2C(=O)OC(C)C)cc1Cl (stereo unspecified),-3%,1%,-1%
O=C(Nc1ccc(F)c(Cl)c1)C1CCCN(S(=O)(=O)c2cccc3nsnc23)C1 (stereo unspecified),-8%,-6%,-2%
O=C1CC(c2cc(F)cc(F)c2)c2cc3c(cc2N1)OCO3 (stereo unspecified),-2%,-4%,0%
COc1ccc(N2Cc3cccc(C(=O)Nc4cc(C)cc(C)c4)c3C2=O)cc1,11%,3%,-7%
COc1ccc(/C=C\c2onc(C)c2S(=O)(=O)N2CCC(C(=O)Nc3cccc(C)c3C)CC2)cc1,6%,0%,0%
COc1cc2c(cc1OC)C(COc1ccc3c(C)cc(=O)oc3c1)N(C(=O)c1cc(Cl)ccc1OC)CC2 (stereo unspecified),0%,7%,-2%
Cc1ccc(S(=O)(=O)c2nnn3c2nc(N(C)Cc2ccccc2)c2cc(Cl)ccc23)cc1C,4%,-11%,2%
Cc1cccc(N2CCN(C(=O)CN3C(=O)COc4ccc(S(=O)(=O)N5CCC(C)CC5)cc43)CC2C)c1 (stereo unspecified),-3%,-6%,-1%
CCOc1ccc(NC(=O)Cn2c(=O)n(CC(=O)NCc3ccccc3Cl)c(=O)c3sccc32)cc1,-4%,7%,-4%
COc1ccc(Cl)cc1NS(=O)(=O)c1ccc2c(c1)NC(=O)CC(=O)N2,7%,-8%,1%
Cc1ccc(Cl)cc1-n1c(=O)c2sc3ccccc3c2n(CC(=O)NC2CCCC2)c1=O,1%,-5%,2%

Random excerpt: five compounds from above
Structure,SMN2 splice up,TRb SRC2 PPI,TR SRC2 fluor cs
Cc1ccc(S(=O)(=O)c2nnn3c2nc(N(C)Cc2ccccc2)c2cc(Cl)ccc23)cc1C,4%,-11%,2%
Cc1cccc(N2CCN(C(=O)CN3C(=O)COc4ccc(S(=O)(=O)N5CCC(C)CC5)cc43)CC2C)c1 (stereo unspecified),-3%,-6%,-1%
COc1cc2c(cc1OC)C(COc1ccc3c(C)cc(=O)oc3c1)N(C(=O)c1cc(Cl)ccc1OC)CC2 (stereo unspecified),0%,7%,-2%
O=C(Nc1ccc(F)c(Cl)c1)C1CCCN(S(=O)(=O)c2cccc3nsnc23)C1 (stereo unspecified),-8%,-6%,-2%
COc1ccc(N2Cc3cccc(C(=O)Nc4cc(C)cc(C)c4)c3C2=O)cc1,11%,3%,-7%

Compound profiles (already shown). Order of screens: SMN2 splice up, TRb SRC2 PPI, TR SRC2 fluor cs
Listed for O=C1CC(c2cc(F)cc(F)c2)c2cc3c(cc2N1)OCO3 (stereo unspecified) : -2%, -4%, 0%
Listed for Cc1ccc(Cl)cc1-n1c(=O)c2sc3ccccc3c2n(CC(=O)NC2CCCC2)c1=O : 1%, -5%, 2%
Listed for CCOc1ccc(NC(=O)Cn2c(=O)n(CC(=O)NCc3ccccc3Cl)c(=O)c3sccc32)cc1 : -4%, 7%, -4%
Listed for Cc1cccc(N2CCN(C(=O)CN3C(=O)COc4ccc(S(=O)(=O)N5CCC(C)CC5)cc43)CC2C)c1 (stereo unspecified) : -3%, -6%, -1%
Listed for COc1ccc(N2Cc3cccc(C(=O)Nc4cc(C)cc(C)c4)c3C2=O)cc1 : 11%, 3%, -7%

Remaining list, next part.
Structure,SMN2 splice up,TRb SRC2 PPI,TR SRC2 fluor cs
CCOc1ccc(C(=O)Nc2cccc(-c3nc4cc(Cl)cc(Cl)c4o3)c2)cc1,3%,-3%,-1%
COC(=O)c1c(NC(=O)COc2c(C)cccc2C)sc2c1CCCC2,-13%,-4%,0%
Cc1ccc(S(=O)(=O)c2nnn(CC(=O)Nc3ccccc3C)c2N)cc1C,3%,-5%,-1%
O=C(CN1C(=O)c2cccc3cccc1c23)Nc1ccccc1Br,-7%,5%,4%
CC1CCN(c2nc3ccc(C(=O)NCc4ccccc4)cc3s2)CC1,-24%,5%,2%
COc1ccc(Cl)cc1NC(=O)CSC1=Nc2ccccc2C2=NC(CCC(=O)NCc3ccc(F)cc3)C(=O)N12 (stereo unspecified),2%,-6%,0%
Cc1nc2scc(C)n2c(=O)c1S(=O)(=O)Nc1ccc(N2CCOCC2)cc1,-10%,-1%,0%
CCCN(CCC)C(=O)Cn1c(=O)n(-c2ccc(CC)cc2)c(=O)c2c3c(sc21)CCC3,2%,-6%,0.2µM*[quencher]
O=C(Cn1ncn2c(cc3cc(F)ccc32)c1=O)NC1CCCCC1,8%,6%,-3%
CCc1ccc(C(=O)NC2=NC(c3ccccc3F)CC(=O)N2)cc1 (stereo unspecified),12%,-6%,6%
Cc1ccc2oc3c(c(=O)c2c1)C(c1ccccc1F)N(CCCN1CCOCC1)C3=O (stereo unspecified),?,-7%,-5%
CCCCc1ccc(C(=O)Nc2ccc3nc(N4CCN(CC)CC4)cc(C)c3c2)cc1,1%,0%,-2%
Cc1c(NC(=O)c2nc3ccccc3nc2N2CCCCC2)cccc1[N+](=O)[O-],-9%,-13%,-2%
COc1ccc(NC(=O)C(NC(=O)/C=C\c2ccc3c(c2)OCO3)c2ccccc2)cc1 (stereo unspecified),2µM*,2%,-1%
O=C(CCCCCn1c(=O)c2sccc2n(CC(=O)Nc2ccccc2F)c1=O)NCc1ccc2c(c1)OCO2,-4%,-3%,2%
CCc1ccc(-n2c(=O)c3c4c(sc3n(CC(=O)NC(C)CC)c2=O)CCCC4)cc1 (stereo unspecified),1%,1%,-27%
COc1ccc(N(Cc2ccccc2)C(=O)c2nc(S(C)(=O)=O)ncc2Cl)cc1,-97%[inhibitor],-4%,5%
CCOCCCNC(=O)C1CCCN(Cc2nc(-c3ccc(CC)cc3)oc2C)C1 (stereo unspecified),-33%[inhibitor],-4%,-3%
COC(=O)c1cc2oc(C)cc2n1CC(=O)Nc1ccc(OC)c(OC)c1,0%,-11%,?
Cc1cccc2nc(-c3ccccn3)c(Nc3ccc(F)cc3)n12,-99%[inhibitor],0%,4%
Cc1ccc(-c2cc(NC(=O)c3ccccc3Cl)on2)cc1,13µM*,3%,-15%
Cc1cccc(N2CCN(c3nc4ccc(C)cc4n4cnnc34)CC2C)c1 (stereo unspecified),-5%,0%,-21%
Cc1cccc(N2CCN(C(=O)c3cn(C)c4ccc(S(=O)(=O)N(C)C)cc4c3=O)CC2C)c1 (stereo unspecified),8%,4%,-3%
Cc1nnc(N2C(=O)c3oc4ccccc4c(=O)c3C2c2ccc(F)cc2)s1 (stereo unspecified),-14%,5%,2%
Cc1cccc(NC(=O)c2ccc(-c3ccccc3)s2)c1,?,-2%,-1%
Cc1cc2n(n1)CCCN2C(=O)Nc1ccc(C)c(Cl)c1,7%,2%,0%
COc1ccc(NC(=O)CC2C(=O)N(c3ccc(OC)cc3)C(=O)N2C2CCCCC2)cc1 (stereo unspecified),0%,3%,-3%
CCCN(C(=O)c1c(C)oc2ncnc(N3CCOCC3)c12)c1ccc(Cl)c(Cl)c1,-1%,5%,0%
O=c1[nH]c(C2CCCN(S(=O)(=O)c3ccccc3)C2)nc2c1nnn2Cc1ccccc1Br (stereo unspecified),14%,4%,-1%
Cc1ccc(OCC(=O)Nc2c(C(=O)c3ccc(Cl)cc3)oc3ccccc23)cc1C,-2%,-11%,?
O=C(Nc1cccc(OCc2cc(=O)n3c4c(sc3n2)CCCC4)c1)c1ccc(F)cc1,11%,-7%,-1%
COc1ccc(Cl)cc1NC(=O)CSc1nc2c(oc3ccccc32)c(=O)n1Cc1ccco1,1%,-2%,-24%
Cc1cccc(Cn2nnc3c(=O)[nH]c(C4CCCN(C(=O)c5ccccc5Cl)C4)nc32)c1 (stereo unspecified),8%,9%,-3%
COc1ccc(NC(=O)c2ccc(-c3cccc(Cl)c3C)o2)cc1,10%,-3%,-29%
C=C(C)CSc1nc2sc3c(c2c(=O)n1Cc1ccccc1)CC(C)(CC)OC3 (stereo unspecified),-21%,-10%,-15%
Cc1cc(C)cc(NC(=O)C2CCCN(S(=O)(=O)c3cccc4nsnc34)C2)c1 (stereo unspecified),3%,1%,-1%
COc1ccccc1N1CCN(S(=O)(=O)c2c(C)sc3ncn(CC(=O)N(C)c4ccc(C(C)C)cc4)c(=O)c23)CC1,-2%,3%,-1%
Cn1c(=O)c2c(nc(SCC(=O)Nc3ccc(F)cc3)n2Cc2ccccc2F)n(C)c1=O,4%,?,-79%[53 µM]
COc1ccc(-n2nc(C(=O)NCCc3cccc(C)c3)c3c4ccccc4n(C)c3c2=O)cc1Cl,-7%,-14%,-1%
CCC(C)NC(=O)c1sc2nc(C)c(C(=O)Nc3ccc(Cl)cc3)c(-c3ccc(Br)cc3)c2c1N (stereo unspecified),15%,-7%,-1%
